# SRC3 TRFRET art – flags TR-FRET format artefacts in PPARgamma SRC-3 recruitment agonist screen; TR-FRET artefact counter-screen, PPARgamma/SRC-3 format; stronger effect = higher value; TR-FRET ratio at 8 µM; 0.39% of 99,000 active; AID 1048; in the data active means TR-FRET ratio above about 2000; further: inactives centre near 1600; reference of the scale not given here
# SRC1 TRFRET art – flags TR-FRET format artefacts in PPARgamma SRC-1 recruitment agonist screen | TR-FRET detection artefact counter-screen, emission ratio; stronger effect = higher value | TR-FRET ratio at 8 µM | 0.34% of 99,000 active; in the data active means TR-FRET ratio above about 2300; further: inactives centre near 1800; reference of the scale not given here
# Starred values were filed as active, the others as inactive. Only part of the results is shown; count on the stated rates, not on these rows.
# Preview:
# Fields: SRC1 TRFRET art	SRC3 TRFRET art
O=C1c2cccc3cccc(c23)C(=O)N1CC1CCCO1 (stereo not drawn)
 : 1812	1546
O=c1c(Cl)c(N2CCOCC2)cnn1-c1ncc(C(F)(F)F)cc1Cl
 : 1468	1418
COc1ccc([N+](=O)[O-])cc1NC(=O)CSCc1cc(C)cc(C)c1
 : 1700	1557
Cc1cccc(Cn2ccc(NC(=O)c3ccc4c(c3)OCO4)n2)c1
 : 2095	1727

# The list itself (from the top)
# Fields: SRC1 TRFRET art	SRC3 TRFRET art
O=C1c2cccc3cccc(c23)C(=O)N1CC1CCCO1 (stereo not drawn)
 : 1812	1546
O=c1c(Cl)c(N2CCOCC2)cnn1-c1ncc(C(F)(F)F)cc1Cl
 : 1468	1418
COc1ccc([N+](=O)[O-])cc1NC(=O)CSCc1cc(C)cc(C)c1
 : 1700	1557
Cc1cccc(Cn2ccc(NC(=O)c3ccc4c(c3)OCO4)n2)c1
 : 2095	1727
COc1cc(/C=C/C(=O)O)cc(S(=O)(=O)NCc2ccco2)c1OC
 : 1797	1388
S=c1[nH]cc(Cc2ccccc2)s1
 : 1645	1506
CS(=O)(=O)N(Cc1ccccc1Cl)c1ccc(C(=O)NCc2cccnc2)cc1
 : 2119	1550
COC(=O)/C(=C/c1ccco1)NC(=O)c1ccco1
 : 1879	1547
O=C(CNC(=O)c1ccc(S(=O)(=O)N2CCCC2)cc1)N/N=C/c1ccccc1Cl
 : 1788	1752
Cc1ccc(NC(=O)CN2C(=O)/C(=C\c3cccs3)SC2=S)cc1
 : 1674	1678
C/C(=N\NC(=O)CNc1cccc(C)c1)c1ccc(Br)s1
 : 1758	1479
CCc1cccc(CC)c1-n1c(-c2cccnc2)n[nH]c1=S
 : 1566	1566
CCOC(=O)c1c(NC(=O)C[n+]2ccc(N(C)C)cc2)sc(C)c1C
 : 1842	1616
CCOCCCNC(=O)C(c1ccc(C)cc1)N(Cc1cccs1)C(=O)c1ccccn1 (stereo not drawn)
 : 1742	1465
O=C1NCCCC1C(=O)N1CCCCC1 (stereo not drawn)
 : 1733	1474
O=[N+]([O-])c1cccc(-c2ccc(C(=S)N3CCOCC3)o2)c1
 : 1622	1485
COc1ccc(OCCN2C(=O)c3ccccc3C2=O)cc1
 : 1878	1677
Cn1/c(=N\NC(=O)C2CCCCC2)sc2ccccc21
 : 1743	1491
O=C(NNS(=O)(=O)c1ccc2ccccc2c1)c1cccs1
 : 1767	1584
CS(=O)(=O)N(CC(=O)Nc1ccc(S(=O)(=O)N2CCOCC2)cc1)c1ccccc1Br
 : 1657	1514

# Overlap with the part before: 3 compounds, followed by the next part.
# Fields: SRC1 TRFRET art	SRC3 TRFRET art
Cn1/c(=N\NC(=O)C2CCCCC2)sc2ccccc21
 : 1743	1491
O=C(NNS(=O)(=O)c1ccc2ccccc2c1)c1cccs1
 : 1767	1584
CS(=O)(=O)N(CC(=O)Nc1ccc(S(=O)(=O)N2CCOCC2)cc1)c1ccccc1Br
 : 1657	1514
CCOC(=O)c1nnn(-c2nonc2OC)c1-c1ccccc1
 : 1828	1569
COc1cnn(Cc2ccccc2)c(=O)c1SCc1ccccc1
 : 2022	1693
Cc1onc(-c2c(F)cccc2Cl)c1C(=O)NC(=S)NC1CCSC1=O (stereo not drawn)
 : 1854	1587
CCN1CCCC1CNC(=O)c1ccc(N2CCOCC2)c(NS(=O)(=O)c2ccc(OC)cc2)c1 (stereo not drawn)
 : 1783	1728
COc1ccccc1OCc1nc(C#N)c(NCCCn2ccnc2)o1
 : 1857	1592
CCCCCCNc1c(C(=O)OCC)c(=O)[nH]c2ccccc12
 : 1893	1723
CC(NC(=O)COC(=O)/C(=C/c1cccs1)c1cccs1)c1ccccc1 (stereo not drawn)
 : 1956	1853
CCOc1ccc(Nc2nc(Nc3ccc(O)cc3)nc(C)c2[N+](=O)[O-])cc1
 : 1651	1464
Cc1cccc(/C=C2\CCC(C3CCCC3)C2=O)c1 (stereo not drawn)
 : 1862	1569
COc1ccccc1-c1nc(N)n[nH]1
 : 1731	1143
COc1ccc(CC2(CO)CCN(Cc3cccnc3)CC2)cc1
 : 2269	1637
Cn1nc(C(F)(F)F)c(C#N)c1N1CCN(c2ccccn2)CC1
 : 1561	1381
COc1ccc2oc(=Nc3cc(F)ccc3F)c(C(N)=O)cc2c1
 : 1659	1601
Cc1nn(-c2ccccc2)c(C)c1C(=O)Nc1ccc(N2CCOCC2)cc1
 : 1891	1586
Clc1ccc2oc3c(Cl)ncnc3c2c1
 : 1811	1467
COc1ccc(C(=O)NCc2nnc(SCC(=O)Nc3cccc(F)c3)o2)cc1
 : 1527	1473
CN(C)CCCCCN(C)Cc1cc2ccccc2o1
 : 1812	1606
Cc1ccccc1C(=O)OC(C)CN1CCN(C)CC1 (stereo not drawn)
 : 1989	1594
CCn1c(SCC(=O)N2CCOCC2)nc2ccccc21
 : 1918	1678
O=C(CSCc1ccccc1)NCCCN1CCOCC1
 : 1879	1586
Cc1ccc(S(=O)(=O)/N=C(/Nc2ccc3[nH]c(=O)[nH]c3c2)c2ccccc2)cc1
 : 1993	1451
O=C(c1cccnc1)N1CCN(c2ccc(Cl)cc2)CC1
 : 1769	1585
CC(C)NS(=O)(=O)c1ccc(NC(=O)NC2CCCCC2)cc1
 : 1890	1728
O=C(Nc1ccc2c(c1)C(=O)NC2=O)c1ccc(Cl)s1
 : 1859	1462
COc1cc(OC)cc(C(=O)NCCOC23CC4CC(CC(C4)C2)C3)c1
 : 1557	1680
COc1ccc(-c2cc(C(=O)O)no2)cc1
 : 1813	1717
O=C(Nc1ccc(Cc2ccc(NC(=O)N3CCOCC3)cc2)cc1)N1CCOCC1
 : 1735	1518
COc1ccccc1CC(=O)Nc1ccc(F)cc1F
 : 1785	1750
O=C(CCc1ccccc1)N1CCN(c2ccc([N+](=O)[O-])cc2)CC1
 : 1851	1493
O=C(NCc1nnc(SCC(=O)N2CCCc3ccccc32)o1)c1ccccc1F
 : 1738	1682
CN(C)c1ccc(C(CNS(=O)(=O)c2ccc(F)cc2)c2c[nH]c3ccccc23)cc1 (stereo not drawn)
 : 1926	1622
[O-][n+]1onc2c1CCc1[nH]c(-c3ccccc3)nc1-2
 : 1779	1652
CC(C)N(C(=O)CSc1nnc(Cc2ccc3c(c2)OCO3)n1C)C(C)C
 : 1653	1543
CCCCOc1ccc(C(=O)N/C(=C/C=C/c2ccccc2)C(=O)NCCO)cc1
 : 1851	1671
Cc1ccc(C(=O)Oc2ccc([N+](=O)[O-])cc2)cc1S(=O)(=O)N1CCCCCC1
 : 1836	1451
O=C(c1cc2nc(-c3ccc(F)cc3)cc(C(F)(F)F)n2n1)N1CCCCC1c1cccnc1 (stereo not drawn)
 : 1679	1640
CN1CCc2c(OCC(=O)N3CCCc4ccccc43)cccc2C1=O
 : 1710	1586
O=C(Nc1ccccn1)[C@@H]1CCC(=O)N1C(=O)OCc1ccccc1
 : 1909	1569
Cc1ccc(NC(=O)CN2CCN(c3ccccn3)CC2)cc1S(=O)(=O)N(C)C
 : 1770	1474
CCOc1cc(N2CCOCC2)c(OCC)cc1NC(=O)COc1ccccc1[N+](=O)[O-]
 : 2064	1623
CC(C)COP(=O)(c1ccc(N(C)C)cc1)C(Nc1ccccc1)c1ccccc1 (stereo not drawn)
 : 1952	1683
Cc1c(C(c2ccc(O)cc2)c2c(C)n(C)n(-c3ccccc3)c2=O)c(=O)n(-c2ccccc2)n1C
 : 1872	1869
Cc1ccccc1NC(=O)Cn1cnc2c(oc3nc4c(cc32)COC(C)(C)C4)c1=O
 : 1828	1489
O=C(COc1ccc(Cl)cc1)NNC(=O)c1cccnc1
 : 1734	1537
O=C(C1=C[C@H](c2coc3ccccc3c2=O)C[C@H](OCc2ccc(CO)cc2)O1)N1CCN(Cc2ccccc2)CC1
 : 1677	1369
O=C(CSc1ccccc1C(=O)O)Nc1cccc(C(=O)O)c1
 : 1733	1530
COc1cc(/C=N/NC(=O)Cc2c[nH]c3ccccc23)cc(OC)c1OC
 : 1617	1547
Cc1nc(SCC(=O)NC(=O)NCc2ccco2)nc(C)c1C
 : 1730	1525
CC(C)c1nc2sc3c(=O)n(N)cnc3c2c2c1COC(C)(C)C2
 : 1862	1575
COc1ccc(-c2nnc3ccc(SCC(=O)Nc4cc(C)on4)nn23)cc1OC
 : 1783	1578
COc1ccc2nc(/C=N/NC(=O)[C@H](CCSC)NC(=O)OC(C)(C)C)ccc2c1
 : 1548	1467
O=C(NNc1nc(-c2ccccc2)cs1)c1ccco1
 : 2115	1668
Cc1nnc2n(-c3ccccc3)c(=O)c3c4c(sc3n12)COC(C)(C)C4
 : 1923	1746
Cc1nn(C)cc1C1C(C#N)=C(N)N(c2ccc(F)c([N+](=O)[O-])c2)C2=C1C(=O)CCC2 (stereo not drawn)
 : 1676	1614
CCN(CC)S(=O)(=O)c1ccc(C(=O)NNC(=O)c2cccs2)cc1
 : 1918	1478
COC(=O)CSc1nnc(CNC(=O)c2ccccc2F)n1-c1ccccc1
 : 1923	1689
O=C(CCc1nc2ccccc2s1)c1ccccc1
 : 1977	1614
O=C(CCSCc1cccc(Cl)c1)NC1CCCC1
 : 1848	1770
Cc1ccc(CN2CCN(Cc3cccn3-c3ccccn3)CC2CCO)o1 (stereo not drawn)
 : 1738	1595
O=C(NCc1ccco1)C1CCCN(S(=O)(=O)c2ccc(-n3cnnn3)cc2)C1 (stereo not drawn)
 : 1876	1631

# Additional entries.
# Fields: SRC1 TRFRET art	SRC3 TRFRET art
Cc1cc(C(=O)Nc2cccc([N+](=O)[O-])c2)c(C)o1
 : 1859	1461
Cc1ccc(S(=O)(=O)N2CCCOC2CNC(=O)C(=O)NCc2cccs2)cc1 (stereo not drawn)
 : 1917	1617
CC(C)C(=O)NC(=O)[C@@H]1CCCN1C(=O)/C=C/c1ccccc1
 : 1615	1516
Cn1cccc1-c1cc(C(=O)N/N=C/c2cccc(O)c2)[nH]n1
 : 2040	1677
O=C(/C=C/c1ccc(Cl)cc1)NC(=S)NN1CCCCC1c1cccnc1 (stereo not drawn)
 : 1850	1697
Cc1cc(NC(=O)CSc2nc(N)c(NC(=O)c3ccccc3)c(=O)[nH]2)no1
 : 1545	1489
CCC(C)(C)NC(=O)Cc1ccc(F)cc1
 : 2040	1545
Cn1c(N2CCN(S(=O)(=O)c3ccc(F)cc3)CC2)nc2ccccc21
 : 1731	1399
O=C(Nc1ccc(N2CCN(C(=O)c3ccco3)CC2)cc1)c1ccc(F)cc1
 : 1895	1686
COCCn1nnnc1C(CC(C)C)N1CCN(C(=O)c2ccco2)CC1 (stereo not drawn)
 : 1547	1665
COc1ccc(CCN2C(=O)CN(Cc3ccccc3)CC2=O)cc1OC
 : 1468	1568
CC1(C)C2CC=C(/C=N/NC(=S)Nc3cccnc3)C1C2 (stereo not drawn)
 : 1805	1655
Cc1nn(CCCC(=O)Nc2ccccn2)c(C)c1[N+](=O)[O-]
 : 1780	1648
CCC(=O)N(Cc1cc2ccccc2[nH]c1=O)c1ccc(OC)cc1
 : 1985	1525
Cc1c(N=Nc2ccc(N(C)C)cc2)c(=O)n(-c2ccccc2)n1C
 : 1478	1510
CC(Sc1ccsc1[N+](=O)[O-])C(=O)NCc1ccccc1 (stereo not drawn)
 : 2041	1700
C[C@H](NS(=O)(=O)c1ccc(Cl)c(Cl)c1)C(=O)OCc1cc(=O)n2cc(Br)ccc2n1
 : 2112	1733
Cc1ccc(-c2cc(C(=O)Nc3ccc(S(=O)(=O)Nc4onc(C)c4C)cc3)c3ccccc3n2)cc1
 : 1697	1621
CN(Cc1nc2ccccc2c(=O)[nH]1)c1ccccc1
 : 1595	1434
CC(C)c1cc(NC(=O)CSc2nnc(-c3ccccc3F)n2C)on1
 : 1604	1760
COCCNC(=S)N(CCc1c(C)[nH]c2ccc(C)cc12)Cc1cc(OC)c(OC)c(OC)c1
 : 1682	1470
Cc1cc(=O)oc2c1c(C)nn2-c1cccc(Cl)c1
 : 1654	1590
CC(=O)Nc1c([N+](=O)[O-])cc2[nH]c(=O)[nH]c2c1[N+](=O)[O-]
 : 1740	1852
CCOC(=O)N1CCC(NC(=O)C(NS(=O)(=O)c2cccc3nsnc23)c2ccccc2)CC1 (stereo not drawn)
 : 1790	1589
O=S(=O)(c1ccc(F)cc1)N1CCC2(CC1)OCCO2
 : 1835	1443
COc1ccc(C(=O)NC(=S)NCC2CCCO2)cc1 (stereo not drawn)
 : 1739	1680
Cc1cc(C)n(Cc2ccc(C(=O)Nc3cccc(Br)c3)o2)n1
 : 1898	1605
Cc1cccc(Cc2nnc(CCC(=O)N3CCCC(CN4CCOCC4)C3)o2)c1 (stereo not drawn)
 : 1485	1505
CC(Oc1ccc(Cl)cc1)C(=O)NNC(=S)NC(=O)c1ccco1 (stereo not drawn)
 : 1493	1474
CC(C)Oc1ccc(CCc2nnc(SCC(=O)O)n2-c2ccccc2)cc1
 : 1855	1606
O=C(/C=C/c1c(F)cccc1Cl)Nc1ncccn1
 : 1819	1608
Cc1cc(C)nc(-n2ncc(C#N)c2N)n1
 : 1905	1399
NNC(=O)c1ccccc1-n1cccc1
 : 1785	1429
C/C(=N\NC(=O)c1ccc(F)cc1)c1ccc(N2CCOCC2)cc1
 : 1990	1795
COC(=O)C1=NN(C(C)(C)CC(C)=O)C2C(=O)N(C3CCCCC3)C(=O)C12 (stereo not drawn)
 : 1779	1501
Cn1ccnc1Sc1cc(Cl)ccc1[N+](=O)[O-]
 : 2023	1616
CC1=C(C(=O)NCc2ccc3c(c2)OCO3)C2(CCC(C)CC2)OC1=O (stereo not drawn)
 : 1743	1605
COc1cc(/C=C/C(=O)c2ccccc2O)cc(OC)c1OC
 : 1636	1572
O=c1ccc2c(o1)/C(=C/C=C(Cl)Cl)CCC2
 : 1741	1633
Cc1nn(C)c(C)c1C1C(C#N)=C(N)OC2=C1C(=O)CC(C)(C)C2 (stereo not drawn)
 : 1861	1507
O=C(NC(=S)Nc1cccc(Cl)c1N1CCOCC1)c1cccs1
 : 1613	1672
COc1ccccc1Nc1nc2nonc2nc1N1CCCCC1C (stereo not drawn)
 : 1907	1556

# Assay outcomes: PubChem, The Scripps Research Institute Molecular Screening Center
